Screens as filed in PubChem.
NCI-60 one-dose screen, 48 h, at 10 µM unless noted. Numbers give growth in % (100 = growth as untreated, 0 = no growth, -100 = all killed).
PC-3 = PC-3 prostate cancer cells; actives 3.9% (n = 80,000)
UO-31 = UO-31 renal cancer; actives 5.2% (n = 81,000); AID 1794768
DU-145 = DU-145 prostate cancer; actives 4.2% (n = 81,000); AID 1794760
786-0 = 786-0 renal cancer cells; actives 5.1% (n = 81,000)
SN12C = SN12C renal cancer cells; actives 3.8% (n = 81,000); AID 1794767
SF-539 = SF-539 CNS cancer; actives 6.8% (n = 81,000); AID 1794752
SF-295 = SF-295 CNS cancer cells; actives 5.6% (n = 79,000); AID 1794758
TK-10 = TK-10 renal cancer cells; actives 3.9% (n = 81,000)
U251 = U251 CNS tumor cells; actives 5.4% (n = 80,000)
The depositor's hits bear a star; · = no result given. How the source made its calls: active means growth percent below 10; inactive means the rest.

The line under a structure holds: 786-0, SF-539, UO-31, U251, SN12C, DU-145, SF-295, TK-10, PC-3
1: O=C1Nc2ccc(F)cc2/C1=N/c1n[nH]c(=S)s1
→ 87, 97, 78, 88, 99, 99, 103, 102, 94
2: c1ccc(OCc2nnc(-c3ccc(Oc4ccccc4)cc3)o2)cc1
→ 99, 103, 82, 95, 99, 99, 103, 103, 79
3: O=C(CSc1nnc(COc2cnc3ccccc3n2)o1)Nc1cc(Cl)ccc1Cl
→ 100, 117, 80, 92, 101, 110, 105, 129, 97
4: CN1C(=O)N(C)C2(c3ccccc3)NN3C(=O)C=C(c4ccccc4)SC3=NC12c1ccccc1 (stereo not drawn)
→ 96, 93, 81, 83, 90, 98, 76, 103, 60
5: COc1ccc(-c2nc(N=Nc3c(O)[nH]c4ccc(Cl)cc34)nc(N3CCOCC3)c2C#N)cc1
→ 99, 96, 76, 102, 98, 106, 100, 114, 98
6: CNC(=O)c1cc(-n2ccc3cc(NC(=O)Nc4ccc(Cl)c(C(F)(F)F)c4)ccc32)ccn1
→ 65, 47, 61, 51, 65, 77, 26, 75, 26
7: Cc1c(O)cccc1O
→ 102, 103, 111, 99, 88, 124, 98, 104, 97
8: CC(C)(C)SC(=S)SCC(=O)c1ccc(F)cc1
→ 85, 80, 89, 53, 79, 69, 25, 96, 86
9: Cc1c(C(N)=O)sc2nc(SCC(=O)n3[nH]c(=O)cc3N)n(Cc3ccccc3)c(=O)c12
→ 104, 99, 75, 104, 106, 105, 106, 101, 101
10: Oc1ccccc1-c1nnc(COc2ccc(Cl)cc2Cl)o1
→ 45, 52, 30, 41, 53, 48, 47, 64, 48
11: c1cn2cc(-c3ccc4c(c3)ncn4C3CCCCC3)nc(-c3ccc4c(c3)ncn4C3CCCCC3)c2n1
→ 86, 75, 73, 70, 86, 94, 90, 126, 72
12: Cc1cc(C)c(C#N)c(OCCCCOc2nc(C)cc(C)c2C#N)n1
→ 97, 90, 99, 107, 99, 103, 100, 108, 101
13: CCOC(=O)[C@@]12CCCC=C1N1c3cc(Cl)ccc3-c3ccnn3[C@@H]1CC2
→ 95, 112, 60, ·, 106, 112, 89, 111, 67
14: CC1=NN(c2ccc(/C=C/c3ccc(NC(=O)Nc4ccc(/C=C/c5ccc(N6N=C(C)C(N=Nc7ccccc7C(=O)O)C6=O)cc5S(=O)(=O)O)c(S(=O)(=O)O)c4)cc3S(=O)(=O)O)c(S(=O)(=O)O)c2)C(=O)C1N=Nc1ccccc1C(=O)O (stereo not drawn)
→ 113, 97, 91, 111, 107, 103, 105, ·, 97
15: Cc1ncc(C)c2c([N+](=O)[O-])cccc12
→ 97, 103, 93, 100, 99, 106, 125, 93, 103
16: O=C(CCCN1CCN(c2ccccc2)CC1)c1ccc(F)cc1
→ 123, 110, 75, 104, 105, 111, 113, 101, 99
17: c1cc2c3c(ccc4c3c1CCC4)CCC2
→ 100, 94, 89, 100, 105, 113, ·, 104, 96
18: C=C1C(=O)O[C@H]2[C@H]1CC/C(CNC(=O)c1c[nH]c3ccc(F)cc13)=C\CC[C@@]1(C)O[C@@H]21
→ -59*, -43*, -79*, 32, 48, -58*, 68, -52*, 32
19: C[n+]1c(-c2ccccc2)c2cc(N)ccc2c2ccccc21
→ 55, 29, 90, 12, 4.8*, 44, 76, 90, 58
20: Cc1ccccc1OC(=O)c1cccc(Cl)c1
→ 112, 101, 80, 129, 110, 126, 122, 108, 92
21: COc1cccc(NC(=O)c2sc3nc(C)c(C(C)=O)cc3c2N)c1
→ 58, 32, 75, 34, 56, 23, 30, 56, 48
22: C=CCOC(=O)[C@@H]1CCCN1C(=O)CN
→ 99, 103, 89, 98, 92, 104, 101, 101, 113
23: COC(=O)c1ccc([N+](=O)[O-])cc1
→ 99, 103, 90, 97, 101, 104, 100, 88, 98
24: CCOC(=O)Cc1csc2nc(-c3ccccc3)cn12
→ 104, 109, 117, ·, 101, 120, 94, 119, 99
25: NNc1cccc([N+](=O)[O-])c1
→ 86, 100, 83, 89, 102, 104, 89, 98, 86
26: CC1(C)N=C(N)N=C(N)N1c1ccc(CCCCc2ccccc2)c(Cl)c1
→ 16, -3.8*, 49, 3.6*, 11, 27, 30, 16, 6.3*
27: O=c1cc(Cn2cnn(-c3ccccc3)c2=O)c2c(ccc3ccccc32)o1
→ 92, 91, 69, 90, 93, 106, 100, 97, 87
28: Oc1ccc2ccc3[nH]cnc3c2c1
→ 104, 93, 80, 100, 97, 119, 168, 137, 97
29: Cc1cccc(C)c1OCC(C)N (stereo not drawn)
→ 99, 122, 89, 99, 101, 120, 102, 109, 102
30: COC(=O)Cn1ccnc1[N+](=O)[O-]
→ 99, 102, 87, 100, 102, 108, 100, 95, 99
31: O=C(c1ccccc1)c1cccc(C(Br)Br)c1
→ 100, 95, 74, 89, 90, 94, 76, 79, 92
32: NC(N)=NC(N)=Nc1ccccc1Cl
→ 104, 111, 74, 96, 110, 112, 102, 99, 87
33: Nc1nc(N)c2c(C(=O)Nc3ccc(N4CCN(CCO)CC4)cc3)coc2n1
→ 94, 97, 89, 104, 101, 107, 96, 92, 101
34: Oc1ccc2cn[nH]c2c1
→ 113, 101, 59, 92, 91, 113, 104, 128, 81
35: Nc1[nH]c(=S)[nH]c(=O)c1NC=O
→ 105, 98, 98, 115, 119, 111, 117, 111, 104
36: C=CCc1c(N(C)c2ccc(OC)cc2)ncnc1-n1c(C)nc2ccccc21
→ 102, 109, 85, 94, 91, 105, 95, 94, 72
37: Cc1ccc(Cl)c(-n2c(SCC(=O)NN)nc3ccccc3c2=O)c1
→ 102, 104, 90, 103, 106, 111, 98, 87, 98
38: O=C(O)c1cccc([N+](=O)[O-])c1-c1c(C(=O)O)cccc1[N+](=O)[O-]
→ 97, 104, 100, 101, 110, 108, 101, 94, 98
39: C=C1CC[C@@H]2[C@](C)(COC(C)=O)[C@H](OC(C)=O)CC[C@@]2(C)[C@@H]1CC(NCc1cccc(Cl)c1)C1=CCOC1=O (stereo partly drawn)
→ 62, 74, 47, 31, 62, 82, 86, 63, 30
40: CC(C)(C)c1ccc(C(=O)Nc2sc3c(c2C(N)=O)CCC(=O)C3)cc1
→ 24, -78*, -100*, -44*, -1.4*, 25, -48*, -34*, -5.7*
41: NNC(=O)c1nnsc1-c1csnn1
→ 103, ·, 79, 107, 98, 120, 114, 112, 96
42: NCCCNc1nc2ccccc2c2c(=O)c3cc(F)cc(Cl)c3sc12
→ 86, 83, 58, -64*, 83, 64, 102, 106, 59
43: N#CC1=C(N)Oc2c(ccc3ccccc23)C1c1cc(=O)oc2ccc(Cl)cc12 (stereo not drawn)
→ 29, 3.2*, 51, 24, 47, 19, 14, 71, 18
44: COc1ccc2nc(/C=C3\SC(=S)N(Cc4ccco4)C3=O)ccc2c1
→ 102, 94, 98, 91, 94, 97, 98, 97, 97
45: Nc1cc(N)nc(SCC(=O)N2CCN(c3cc4c(cc3F)c(=O)c(C(=O)O)cn4C3CC3)CC2)n1
→ 106, 99, 81, 93, ·, 110, 100, 102, 88
46: O=C1c2ccccc2C(=O)C1c1ccc(Br)cc1
→ 94, 104, 83, 96, 95, 118, 90, 125, 98
47: O=C1CCCN1c1nc(-c2ccccc2)c(Br)s1
→ 98, 89, 74, 86, 86, 106, 80, 97, 99
48: COc1ccc(Sc2[nH]c(C=O)c3ccccc23)cc1
→ 70, 65, 58, 77, 89, 75, ·, 34, 45
49: Nc1ncnc2c1ncn2C1OC(CO)C(O)C1F (stereo not drawn)
→ 101, 110, 78, 94, 94, 103, 98, 107, 86
50: CC(C)C[C@H]1C(=O)O[C@H](C(C)C)C(=O)N(C)[C@@H](C(C)C)C(=O)O[C@H](C(C)C)C(=O)N(C)[C@@H](C(C)C)C(=O)O[C@H](C(C)C)C(=O)N1C
→ 23, 22, -9.3*, 14, 8.2*, 24, 5.5*, 12, 14
51: Cc1cc(C(C#N)c2ccc(Cl)cc2)c(Cl)cc1NC(=O)c1cc(I)cc(I)c1O (stereo not drawn)
→ 21, 32, 80, 40, 31, 73, -21*, 65, 14
52: S=c1[nH]c(=S)c2c(-c3ccccc3)c(-c3ccccc3)oc2[nH]1
→ 103, 98, 82, 96, 95, 109, 98, 124, 103
53: COc1cc(CN2COCc3c(C(C)(C)C)nn(-c4ccccc4)c32)cc(OC)c1OC
→ 89, 90, 100, 94, 99, 110, 151, 124, 85
54: Cc1cccc(OC(=O)c2ccccc2)c1
→ 92, 94, 89, 105, 97, 113, 89, 101, 93
55: O=C1c2cccc3cccc(c23)C(=O)N1C/C=C/c1ccc2c3c(cccc13)C(=O)N(CCN1CCOCC1)C2=O
→ 99, 98, 78, 104, 105, 115, 99, 122, 94
56: Cc1ccc(S(=O)(=O)N(c2ccc(Cl)cc2)c2ccc(Br)cc2C(=O)O)cc1
→ 114, 102, 91, 96, 99, 117, 112, ·, 97
57: O=C(Nc1ccc(Cl)cc1F)c1cc(Cl)ccc1O
→ -0.3*, 4.8*, -15*, 9.7*, -11*, 12, -70*, 16, 0.2*
58: O=C(O)/C=C\C(=O)Nc1nccs1
→ 104, 91, 91, 100, 102, 116, 119, 147, 107
59: NCc1ccccc1
→ 100, 110, 84, 100, 106, 107, 97, 92, 106
60: Cc1ccc(C(=O)Nc2cccc(C(=O)NC(=S)Nc3ccc(S(N)(=O)=O)cc3)c2)cc1
→ 82, 76, 69, 84, 77, 77, 60, 104, 79

Entries 2 to 11 from above:
The line under a structure holds: 786-0, SF-539, UO-31, U251, SN12C, DU-145, SF-295, TK-10, PC-3
2: c1ccc(OCc2nnc(-c3ccc(Oc4ccccc4)cc3)o2)cc1
→ 99, 103, 82, 95, 99, 99, 103, 103, 79
3: O=C(CSc1nnc(COc2cnc3ccccc3n2)o1)Nc1cc(Cl)ccc1Cl
→ 100, 117, 80, 92, 101, 110, 105, 129, 97
4: CN1C(=O)N(C)C2(c3ccccc3)NN3C(=O)C=C(c4ccccc4)SC3=NC12c1ccccc1 (stereo not drawn)
→ 96, 93, 81, 83, 90, 98, 76, 103, 60
5: COc1ccc(-c2nc(N=Nc3c(O)[nH]c4ccc(Cl)cc34)nc(N3CCOCC3)c2C#N)cc1
→ 99, 96, 76, 102, 98, 106, 100, 114, 98
6: CNC(=O)c1cc(-n2ccc3cc(NC(=O)Nc4ccc(Cl)c(C(F)(F)F)c4)ccc32)ccn1
→ 65, 47, 61, 51, 65, 77, 26, 75, 26
7: Cc1c(O)cccc1O
→ 102, 103, 111, 99, 88, 124, 98, 104, 97
8: CC(C)(C)SC(=S)SCC(=O)c1ccc(F)cc1
→ 85, 80, 89, 53, 79, 69, 25, 96, 86
9: Cc1c(C(N)=O)sc2nc(SCC(=O)n3[nH]c(=O)cc3N)n(Cc3ccccc3)c(=O)c12
→ 104, 99, 75, 104, 106, 105, 106, 101, 101
10: Oc1ccccc1-c1nnc(COc2ccc(Cl)cc2Cl)o1
→ 45, 52, 30, 41, 53, 48, 47, 64, 48
11: c1cn2cc(-c3ccc4c(c3)ncn4C3CCCCC3)nc(-c3ccc4c(c3)ncn4C3CCCCC3)c2n1
→ 86, 75, 73, 70, 86, 94, 90, 126, 72

(list continues)
The line under a structure holds: 786-0, SF-539, UO-31, U251, SN12C, DU-145, SF-295, TK-10, PC-3
61: O=C1CCNC1
→ 96, 102, 92, 87, 103, 103, 108, 100, 96
62: COC(=O)c1ccc(Nc2nc(N)n(Cc3cccc(Br)c3)n2)cc1
→ 62, 55, 32, 70, 59, 74, 69, 79, 36
63: COC(=O)c1ccc(NC(=S)N2CCc3ccc([N+](=O)[O-])cc3C2)cc1O
→ 109, 103, 86, 111, 100, 112, 102, 137, 99
64: CCCCn1cnc2c(=S)nc[nH]c21
→ 106, 94, 95, 102, 98, 100, 125, 124, 89
65: C[C@@H](CO)[C@@H]1CC[C@]2(C(=O)N3CCN(C)CC3)CC[C@]3(C)[C@H](CC[C@@H]4[C@@]5(C)CC[C@H](O)C(C)(C)[C@@H]5CC[C@]43C)[C@@H]12
→ 74, 86, 65, 24, 72, 68, 90, 113, 64
66: CC(Nc1nc(Cl)nc2ccccc12)c1ccccc1 (stereo not drawn)
→ 78, 76, 45, 91, 48, 68, 48, 62, 79
67: Cc1cc(C)n(-c2ccc3nnc(-c4ccccc4)n3n2)n1
→ 94, 102, -78*, 102, 94, 92, 103, 95, 104
68: CCOC(=O)c1c(C)oc2ncnc(Nc3ccc(C(=O)Nc4ccc(OC)cc4)cc3)c12
→ 92, 64, 94, ·, 103, 97, 99, 102, 84
69: CCCC1CC(C(C)=O)C(=O)O1 (stereo not drawn)
→ 95, 96, 92, 95, 95, 105, 99, 96, 90
70: O=C(Nc1cccc(-c2nc(-c3ccc(NC(=O)c4cccnc4)cc3Cl)no2)c1)Nc1ccc(NC(=O)C2CC2)c(C(F)(F)F)c1
→ -48*, -87*, 18, -48*, -61*, -26*, -81*, -20*, -66*
